Bioassay records (PubChem)
CCT chaperon mod = High-Throughput Screening for Modulators of Cytosolic Chaperonin Activity; hit rate 0.3% among 360,000; activity change, % (concentration not given with the values), hits read low; purified chaperonin ATPase assay, HTRF ADP detection, 30 min; in the data active means activity change below about -30%; further: on the % scale 0 is the no-effect control and ±100 the full control effect
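Nucleotide hydrolysis assay: TRiC at 20–40 nM final (set by batch activity) with 10 uM ATP, 30 min at 37 °C, in presence of 76 uM compound. Detection by competitive ADP HTRF, 30 min ambient.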
EPAC1 ag = qHTS for Agonist of cAMP-regulated guanine nucleotide exchange factor 3 (EPAC1): primary screen | Potency, µM (top dose mostly 154 µM), inactives show at the top dose activation, actives largely listed as activators | EPAC1 agonist qHTS, biochemical assay; response scale: 100% = response to 6.5 mM cAMP | AID 720707, 2013 | hit rate 0.073% among 360,000 | Rap guanine nucleotide exchange factor 3 (Homo sapiens), O95398; further: potency means the concentration at half of the fitted maximal effect; nearly all actives have a fitted effect of over 60% in size
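Multi-concentration qHTS readout: loss of Rap1B-bound BODIPY-GDP fluorescence driven by 100 nM EPAC1 with excess GDP (50 uM), monitored kinetically at room temperature; agonist response expressed relative to 6.5 mM cAMP.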
PLK1 PBD inh = qHTS for Inhibitors of PLK1-PDB (polo-like kinase 1 - polo-box domain): Primary Screen; Plk1 PBD binding of FITC phosphopeptide, fluorescence polarization; Potency, µM, for the others: max response, negative = inhibition, hits mostly inhibitors; hit rate 2.8% among 360,000; further: potency means the concentration at half of the fitted maximal effect; series mostly up to about 57 µM; on the % scale 0 is the no-effect control and ±100 the full control effect; nearly all actives have a fitted effect of over 65% in size
Target sequence (P53350 whole entry, looked up, the tested form may be a part): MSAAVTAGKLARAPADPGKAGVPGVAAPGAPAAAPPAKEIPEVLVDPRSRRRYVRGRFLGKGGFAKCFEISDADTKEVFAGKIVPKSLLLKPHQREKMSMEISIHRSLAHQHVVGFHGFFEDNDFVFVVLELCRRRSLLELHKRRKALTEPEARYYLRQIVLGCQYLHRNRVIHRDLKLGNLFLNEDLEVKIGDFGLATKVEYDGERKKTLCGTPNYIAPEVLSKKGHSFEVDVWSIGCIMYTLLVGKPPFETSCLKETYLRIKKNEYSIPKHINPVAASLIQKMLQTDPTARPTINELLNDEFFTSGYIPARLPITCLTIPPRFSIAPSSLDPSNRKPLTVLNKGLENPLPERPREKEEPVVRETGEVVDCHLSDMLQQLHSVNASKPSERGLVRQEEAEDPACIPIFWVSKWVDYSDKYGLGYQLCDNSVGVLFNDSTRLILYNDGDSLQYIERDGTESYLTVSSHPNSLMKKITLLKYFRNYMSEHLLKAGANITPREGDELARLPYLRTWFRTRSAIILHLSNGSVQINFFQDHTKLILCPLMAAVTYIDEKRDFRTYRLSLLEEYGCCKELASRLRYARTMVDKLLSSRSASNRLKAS
WRN helicase inh = qHTS for Inhibitors of WRN Helicase. Bifunctional 3'-5' exonuclease/ATP-dependent helicase WRN (Homo sapiens), Q14191. WRN helicase unwinding, fluorescent forked duplex, kinetic. Potency, µM (titrated, usually from 114 µM), without a hit: at the top dose activity change, negative = inhibition, usual class: inhibitors. hit rate 0.46% among 360,000. AID 651768, 2012; further: potency means the concentration at half of the fitted maximal effect; on the % scale 0 is the no-effect control and ±100 the full control effect; nearly all actives have a fitted effect of over 55% in size
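Enzyme (20 nM final) and test compound sit together 15 min at room temperature before substrate addition. Substrate is a single-forked duplex oligonucleotide (100 nM) labelled with fluorophore and quencher, with 2 mM ATP; helicase unwinding raises red fluorescence, read kinetically.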
EPAC1 antag = qHTS for Antagonist of cAMP-regulated guanine nucleotide exchange factor 3 (EPAC1): primary screen; Rap guanine nucleotide exchange factor 3 (Homo sapiens), O95398; EPAC1 GEF assay, Rap1b-BODIPY-GDP exchange fluorescence; Potency, µM (highest dose often 115 µM), for inactives: at the highest dose activity change, negative = inhibition, most hits filed as inhibitors; hit rate 0.14% among 360,000; AID 720709, 2013;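 further: potency means the concentration at half of the fitted maximal effect; plate controls were vehicle for no effect and positive control for full effect; nearly all actives have a fitted effect of over 50% in size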
PI5P4Ka inh = qHTS for Inhibitors of phosphatidylinositol 5-phosphate 4-kinase (PI5P4K). PI5P4Kalpha enzyme, ADP-Glo luminescence, 60 min; stronger effect = lower value. Phosphatidylinositol 5-phosphate 4-kinase type-2 alpha (Homo sapiens), P48426. hit rate 1.2% among 330,000. AID 652105, 2013. max response, %; active means max response of -50% or lower; inconclusive means between -30% and -50%; inactive means -30% or higher; further: value at the top dose of about 77 µM; on the % scale 0 is the no-effect control and ±100 the full control effect
Target sequence (P48426 whole entry, looked up): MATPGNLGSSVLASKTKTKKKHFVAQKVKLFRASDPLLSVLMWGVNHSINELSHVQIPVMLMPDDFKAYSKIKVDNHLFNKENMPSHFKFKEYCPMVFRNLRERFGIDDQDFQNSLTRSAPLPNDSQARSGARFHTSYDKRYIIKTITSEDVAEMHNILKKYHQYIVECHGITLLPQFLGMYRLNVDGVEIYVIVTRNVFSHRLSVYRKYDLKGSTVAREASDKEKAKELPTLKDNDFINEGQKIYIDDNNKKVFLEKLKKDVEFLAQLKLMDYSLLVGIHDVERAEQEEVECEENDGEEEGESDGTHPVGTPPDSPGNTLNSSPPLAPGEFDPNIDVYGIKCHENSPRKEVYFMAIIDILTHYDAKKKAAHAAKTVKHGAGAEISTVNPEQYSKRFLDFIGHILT
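Controls without substrate or without enzyme flank wells where PI5P4Kalpha converts substrate using 5 microM ATP (final). Incubation lasts 60 minutes at room temperature; ADP formed is read by ADP-Glo luminescence.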
IL2 activator = qHTS of IL-2 Activators; IL-2 activation reporter assay, cell-based qHTS; stimulated with anti-CD3/CD4/CD28 beads; in transgenic mouse T cells; activation, % (series mostly up to about 46 µM); hit rate 0.065% among 360,000; AID 652025, 2013; in the data active means activation above about 50%; inconclusive means mostly about 30% to 49%; further: 0% is about no effect
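First, unstimulated transgenic mouse T cells were exposed to compound for 60 min. Next, anti-CD3/anti-CD4-coated beads with anti-CD28 were added. Finally, after 18 h at 37 degrees C, EGFP and DsRed were imaged.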
EPAC2 agonist = qHTS for Agonist of cAMP-regulated guanine nucleotide exchange factor 4 (EPAC2): primary screen; hit rate 0.079% among 360,000; Potency, µM (titrated, usually from 154 µM), for the others: top-dose activation, usual class: activators; EPAC2 activation, biochemical qHTS; response scale: 100% = 6.5 mM cAMP response; Rap guanine nucleotide exchange factor 4 (Homo sapiens), Q8WZA2; further: potency means the concentration at half of the fitted maximal effect; nearly all actives have a fitted effect of over 50% in size
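In this primary screen, activation is scored as increased exchange of BODIPY-GDP from Rap1B by 100 nM EPAC2, with 50 uM GDP as competitor. Signal is normalized to the 6.5 mM cAMP agonist control.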
Numbers without * were called inactive; ? = inconclusive; / = no result given; [ ] = another dose, or the depositor's remark. Unless noted, the call rests on the fitted dose curve; in most records, active means well fitted curve in the direction sought with a large enough effect; inconclusive means small, poorly fitted or top-dose-only effect, or another doubt; inactive means no such curve, though single readings can be large; an effect the other way counts as inactive or inconclusive. The list is partial, so the mix of outcomes need not match the whole.

no.	mol	CCT chaperon mod	EPAC1 ag	PLK1 PBD inh	WRN helicase inh	EPAC1 antag	PI5P4Ka inh	IL2 activator	EPAC2 agonist
1	CCCCCCNC(=O)CNC(=S)N(Cc1cccs1)C1CCCCC1	1.1	-11.2%	-0.3%	-7.0%	-11.9%	15.6	-1.5	13.2%
2	CNCCCCOc1ccc(C(C)(C)C)cc1Cl	-4.6	4.3%	-14.3%	-1.6%	-14.2%	4.4	-4.3	9.6%
3	O=C(NC(=S)Nc1ccc(N2CCOCC2)cc1)c1ccco1	-1.9	4.6%	-9.8%	-8.3%	-14.9%	-4.0	-0.2	-3.0%
4	COc1cc(C(=O)/C=C/c2cccnc2)ccc1O	0.2	5.2%	0.1%	-7.0%	-1.8%	-19.4	1.7	3.9%
5	CCN1CCN(S(=O)(=O)c2ccc(Cl)c(C(=O)N(C)Cc3cccs3)c2)CC1	-3.9	12.5%	-1.7%	-8.6%	1.0%	6.2	-0.1	3.0%
6	CN1C(=O)c2ccccc2OC1(C)Cc1ccccc1 (configuration not stated)	0.6	5.5%	-1.8%	-5.7%	-10.4%	-2.5	-2.6	7.5%
7	CCn1c(C2CCN(S(=O)(=O)c3ccc(OC)cc3)CC2)n[nH]c1=S	1.0	-2.1%	-15.6%	5.6%	?	0.2	2.9	21.1%
8	Cn1c(=O)c2c(nc(CN3CCN(C(=O)c4ccco4)CC3)n2Cc2ccc(Cl)cc2)n(C)c1=O	-0.2	10.6%	-10.4%	6.0%	0.8%	0.9	-1.0	4.8%
9	COc1ccc(CNC(=O)CCNS(=O)(=O)c2cc(Br)cnc2N)cc1	-0.5	8.4%	3.36µM*	6.4%	5.7%	?	-3.1	5.2%
10	CN(C)c1cccc(C(=O)N(Cc2ccccc2)Cc2ccccc2)c1	-2.0	22.7%	-10.4%	-7.0%	4.3%	5.1	-0.1	18.6%
11	Cn1c(SCC(=O)N2CCOCC2)nnc1-c1cnccn1	1.1	-2.6%	-10.7%	2.9%	10.9%	/	-3.6	-3.6%
12	O=C(/C=C/c1ccc(Cl)cc1Cl)OCC(=O)N1CCCC1	-3.5	-3.2%	0.7%	0.0%	-0.7%	-1.4	-0.5	-8.9%
13	CCCCn1nnnc1NCc1ccc(N(CC)CC)cc1	1.3	0.0%	-4.5%	11.5%	-22.0%	/	-0.2	-0.7%
14	C/C(=N\NC(=O)C1CC1)c1cccs1	-4.9	-4.6%	-12.1%	2.3%	?	1.3	-0.1	14.3%
15	O=C(CN1CCc2cc3c(cc2C1)OCCCO3)Nc1ccccc1	-1.6	-22.7%	-9.2%	-0.8%	-4.4%	0.7	-0.6	3.0%
16	O=c1c2c3nc4ccccc4nc3n(CCN3CCOCC3)c2ncn1CCN1CCOCC1	-2.7	-12.5%	1.1%	4.6%	-3.6%	2.6	-2.2	8.1%
17	Cc1ccc(C)c(NC(=O)CN(C)C(C)C(=O)N2CCCC2)c1 (configuration not stated)	-1.4	6.2%	-12.0%	1.7%	-2.0%	0.5	0.3	-3.2%
18	CC1=CC(C)C(/C=N/N=C(N)N)C(C)C1 (configuration not stated)	-0.4	1.0%	1.5%	-19.2%	5.5%	0.2	3.7	-4.1%
19	COc1ccc2[nH]c3c(c2c1)CCN1C(=O)C(CC(=O)NCCC2=CCCCC2)C[C@H](C(=O)N(C(C)C)C(C)C)[C@@]31C (some centres not stated)	-3.2	-24.7%	-2.9%	-2.1%	-27.6%	10.8	-0.7	-8.1%
20	O=C1N[C@@H](Cc2ccccc2)C(=O)N2[C@@H]1C[C@]1(Br)c3ccccc3N(S(=O)(=O)c3ccccc3)[C@H]21	-0.7	-2.8%	-14.8%	-6.5%	-10.2%	-24.3	0.4	3.2%
21	Cc1ccccc1NC(=O)/C(C#N)=C/c1ccsc1	-0.5	-16.7%	3.4%	-1.6%	-12.9%	-2.4	0.7	-5.5%
22	COc1ccc(NC(=O)CCN2C(=O)[C@@H]3[C@H](C2=O)[C@H]2C=C[C@@H]3C2)cc1	-0.1	11.5%	26.7µM*	0.7%	13.8%	-12.5	-2.5	8.8%
23	CC(C)(C)c1ccc(C(=O)NCc2nnc(SCC(=O)NCC3CCCO3)o2)cc1 (configuration not stated)	0.0	7.2%	0.9%	-2.3%	4.7%	-1.6	1.8	0.0%
24	CC(C)(C)C(=O)Nc1ccc(-c2nc3ccccc3c(=O)o2)cc1	1.8	-2.1%	-6.3%	-2.7%	-6.2%	-5.4	-0.6	-3.3%
25	O=C(CC1CC2CCC1C2)NCc1cccs1 (configuration not stated)	2.5	3.7%	-27.6%	-3.4%[57.1 µM]	13.3%	-2.5	0.3	-4.1%

Record cards, from the list above.
Entry for O=C1N[C@@H](Cc2ccccc2)C(=O)N2[C@@H]1C[C@]1(Br)c3ccccc3N(S(=O)(=O)c3ccccc3)[C@H]21 → CCT chaperon mod = -0.7; EPAC1 ag = -2.8%; PLK1 PBD inh = -14.8%; WRN helicase inh = -6.5%; EPAC1 antag = -10.2%; PI5P4Ka inh = -24.3; IL2 activator = 0.4; EPAC2 agonist = 3.2%
Entry for CCN1CCN(S(=O)(=O)c2ccc(Cl)c(C(=O)N(C)Cc3cccs3)c2)CC1 → CCT chaperon mod = -3.9; EPAC1 ag = 12.5%; PLK1 PBD inh = -1.7%; WRN helicase inh = -8.6%; EPAC1 antag = 1.0%; PI5P4Ka inh = 6.2; IL2 activator = -0.1; EPAC2 agonist = 3.0%

Further results.
no.	mol	CCT chaperon mod	EPAC1 ag	PLK1 PBD inh	WRN helicase inh	EPAC1 antag	PI5P4Ka inh	IL2 activator	EPAC2 agonist
26	O=C(C1=C[C@H](c2ccc(Br)cc2)C[C@H](OCCCCO)O1)N1CCOCC1	-2.9	-9.1%	-10.5%	-0.4%	34.6%[activator]	-7.0	0.0	3.6%
27	Cc1csc(SCC(=O)Nc2sccc2C(N)=O)n1	-0.3	3.9%	-15.3%	?	-4.1%	2.6	-0.3	16.2%
28	Cc1cc(NC(=O)CS(=O)(=O)c2cn(C)c3ccccc23)no1	0.1	2.3%	-8.6%	5.8%	11.5%	-8.6	2.6	4.4%
29	Cc1cc(-c2n[nH]c(=S)n2Cc2ccco2)nn1C	0.4	4.5%	0.3%	-2.4%	-4.3%	-2.2	-0.9	6.7%
30	CCCN1CCN(C(=O)c2cn(CC(C)C)c(=O)c3cc(OC)c(OC)cc23)CC1	1.4	0.2%	-3.6%	2.3%	8.5%	2.7	0.1	-5.2%
31	Cc1cc(NCCCN(C)C)n2nc(-c3cccs3)cc2n1	1.6	-3.8%	1.5%	3.9%	15.9%	0.3	0.5	2.9%
32	CCC(C)Sc1ccc([C@H]2N[C@@](Cc3ccccc3)(C(=O)OC)[C@H]3C(=O)N(CC)C(=O)[C@@H]23)cc1 (some centres not stated)	0.7	-22.5%	-14.0%	-5.1%	-20.2%	3.6	-0.4	-6.8%
33	COc1ccccc1-n1c(SCC(=O)Nc2cccc(C)c2)nc2c(c1=O)SCC2	-1.9	-0.9%	-3.7%	-2.2%	-7.7%	-2.3	-4.4	2.0%
34	O=C(O)c1ccc(Oc2ccc(S(=O)(=O)c3ccc(C(=O)O)c(C(=O)O)c3)cc2)cc1	1.5	0.6%	-13.2%	-4.2%	-17.7%	?	1.0	7.7%
35	O=C(Cn1c(=O)oc2ccccc21)Nc1ccccc1N1CCOCC1	-1.0	-4.7%	5.3%	0.8%	8.2%	6.9	1.5	2.9%
36	CC(=O)c1cnc(Nc2ccc(C)cc2)s1	-0.4	-1.3%	-14.8%	9.1%	-22.3%	-9.2	-0.1	4.5%
37	O=C(OCC(=O)N1CCN(C(=O)c2ccco2)CC1)c1cc(S(=O)(=O)Nc2ccc(Cl)cc2)ccc1O	1.2	1.5%	-10.6%	-9.8%	?	9.1	-0.3	-7.3%
38	COc1ccc(C2=NC(C)(C)Cc3cc(OC)c(OC)cc32)cc1OC	-2.8	17.0%	3.1%	-1.2%	-0.8%	-2.9	-0.2	0.8%
39	O=C(COc1ccccc1[N+](=O)[O-])N1CCCc2ccccc21	-2.5	-4.2%	-3.8%	-12.0%	?	-6.6	0.4	8.3%
40	O=C(COc1ccccc1F)Nc1nnc(C2CCCC2)s1	-0.6	-1.8%	-7.8%	-2.1%	-28.4%	-6.2	-0.7	4.4%
41	COCCCn1c(SCC(=O)Nc2nc3ccccc3s2)nnc1-c1ccoc1C	0.9	6.3%	-12.6%	-0.2%	-5.3%	-0.1	-1.2	-4.5%
42	COc1ccc(C(=O)c2c[nH]c(C(=O)NCCCN3CCOCC3)c2)cc1	0.4	-2.5%	-7.7%	0.7%	6.5%	-6.4	-3.7	9.2%
43	NCCC1CCCC(CCN)N1 (configuration not stated)	-0.6	-3.3%	-1.0%	2.1%	1.3%	-0.8	-0.2	0.9%
44	CC(C)NCc1c(O)c(Br)cc2oc3c(c12)CCCC3	-1.9	3.9%	-8.7%	2.5%[57.1 µM]	4.3%	-7.1	-2.9	-10.9%
45	Fc1ccc(N/N=C/c2ccc(N3CCOCC3)cc2)c(F)c1	-0.5	-6.3%	-23.1%	5.1%	10.8%	-4.9	-3.3	13.4%
46	Cc1nnc(SC(C)C(=O)Nc2ccc(N3CCOCC3)cc2)n1Cc1ccccc1 (configuration not stated)	0.0	2.4%	-8.8%	8.5%	2.8%	3.4	-0.9	9.5%
47	COCc1ccc([C@@H]2C[C@H]3CN(Cc4cccc(Cl)c4)C(=O)[C@]34CCCN24)o1	-1.1	-0.7%	-4.4%	-4.5%	-2.5%	-0.8	0.5	7.5%
48	O=C(CSc1nnc(-c2ccco2)n1-c1ccccc1)N1CCN(C(=O)c2ccco2)CC1	2.0	0.1%	9.47µM*	7.2%	-2.2%	-24.9	0.1	5.6%
49	CC(C)[C@H](NC(=O)[C@@H]1Cc2ccccc2CN1)C(=O)Nc1ccc2c(c1)OCO2	-2.1	6.4%	1.3%	0.3%	-13.8%	-25.4	5.8	3.7%
